LYP phosphatase: PTPN22 lymphoid phosphatase activity blockers – biochemical, fluorescence intensity, uHTS (AID 1779); inhibition, % at 11.5 µM; hits with a dose series show IC50 in µM; recombinant LYP phosphatase, fluorescence intensity; higher % means a stronger effect; 0.054% of 290,000 active;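 also: plate controls were vehicle with enzyme for no effect and no enzyme for full effect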
P. falciparum M17LAP: P. falciparum M17LAP inhibitors, primary screen, biochemical, fluorogenic H-Leu-NHMec substrate, 1536-well (AID 1619). 0.38% of 220,000 active. inhibition, % at 30 µM; hits with a dose series show IC50 in µM. recombinant M17LAP, H-Leu-NHMec fluorogenic kinetic assay; higher % means a stronger effect;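 active = compound inhibiting the enzyme by more than half at any dose during confirmatory dose-response retesting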;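 also: plate controls were full reaction with DMSO carrier for no effect and no enzyme background for full effect; strong numbers were not always called active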
XIAP antagonists: small molecules displacing peptide from XIAP – biochemical, IAP family, fluorescence polarization (AID 1018); XIAP BIR domain, fluorescence polarization peptide displacement; higher % means a stronger effect; displacement, % at 20 µM; hits with a dose series show IC50 in µM; 0.007% of 200,000 active; in the data active = displacement above about 50%; also: a part of the inactive calls stands beside numbers as strong as those of hits
Siah-1 displacement: Siah-1 peptide-binding antagonists, primary screen, biochemical, fluorescence polarization, rhodamine-plectin, uHTS (AID 1817) | 0.02% of 290,000 active | Siah-1 / rhodamine-plectin peptide fluorescence polarization; higher % means a stronger effect | displacement, % at 20 µM, or IC50 in µM where a hit was titrated;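 active = displacement of at least 50% at 20 µM, with a fluorescence ratio check between 0.3 and a set limit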;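 also: plate controls were Siah plus tracer with DMSO for no effect and tracer alone without Siah for full effect; strong numbers were not always called active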
Dynein cargo inh: dynein cargo transport inhibition; 0.47% of 220,000 active; AID 1381; z-score, hits read low; 3617.4 mouse cells, GR-EGFP nuclear translocation imaging; test concentration mostly 20 µM; stimulated with dexamethasone, 1 µM; active compounds read low;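 active = plate z-score of nuclear minus cytoplasmic receptor signal below a set negative limit, without overly bright fluorescence or cell loss, cut at about -3.5 in these data, passing the limit was not always enough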;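 also: z-score of nuclear minus cytoplasmic ring GR-EGFP intensity difference per well; some compounds called inactive have numbers as strong as hits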
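Medium: Induction medium lacking tetracycline, stripped serum | Probe or stimulus: 1.0 µM final dexamethasone stimulus | Schedule: 48 h induction, then 1 h compound, then 30 min agonist, 37 °C | Signal: Automated 10x imaging of fixed Hoechst-stained cells | Evaluation: Per-cell GR-EGFP intensity, nucleus versus surrounding cytoplasmic ring, well-averaged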
human PMI inhibition: MPI enzyme activity inhibition – biochemical, fluorescence intensity, coupled assay, primary screen (AID 1209); purified PMI enzyme, coupled fluorescence intensity; higher % means a stronger effect; one-dose inhibition, % at 20 µM; IC50 in µM for titrated hits; 0.42% of 190,000 active;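 also: plate controls were DMSO vehicle for no effect and wells lacking substrate for full effect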
AID2073: inhibitors of Mint1-CaV2.2 protein interaction, biochemical, HTRF (AID 2073). one-dose inhibition, % at 20 µM; IC50 in µM for titrated hits. 0.19% of 290,000 active. HTRF protein-protein interaction, Mint1-CaV2.2; higher % means a stronger effect; in the data active = inhibition mostly above about 51%, no sharp cut-off; also: some results filed as inactive read as strong as hits
human PMI inhibitors: MPI inhibition at elevated mannose 6-phosphate – biochemical, fluorescence intensity, high mannose 6-phosphate, primary screen (AID 1220). recombinant PMI enzyme, coupled fluorescence intensity; higher % means a stronger effect. inhibition, % at 20 µM; hits with a dose series show IC50 in µM. 0.66% of 190,000 active
P. falciparum M1AAP: P. falciparum M1AAP inhibitors, biochemical, fluorogenic H-Leu-NHMec substrate, 1536-well (AID 1445) | inhibition, % at 30 µM; hits with a dose series show IC50 in µM | 0.42% of 220,000 active | recombinant M1AAP, H-Leu-NHMec fluorogenic kinetic assay; higher % means a stronger effect;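 active = primary inhibition above the hit cutoff, then over 50% inhibition at one or more dose response concentrations, cut at about 23% in these data, passing the limit was not always enough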;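 also: plate controls were DMSO full reaction for no effect and no enzyme background for full effect; strong numbers were not always called active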
Dynein cargo inh cytoplasmic EGFP: recorded beside Dynein cargo inh, whose call it bears; z-score; measured here: cytoplasmic GR-EGFP intensity; active compounds read high
Dynein cargo inh nuclear GR-EGFP: also measured in Dynein cargo inh; calls as there; z-score; measured here: nuclear GR-EGFP intensity;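 lower value marks the stronger effect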
Dynein cargo inh cell count: second read-out of Dynein cargo inh, no call of its own (marks repeat the call); z-score; measured here: cell count per field
* marks the source's active call; other numbers are inactive results; . = not tested or not shown. Rule as the data show it, unless noted: active = inhibition above about 50%; inactive = the rest. Rows were taken by chance. About 2.1% of those tested had a hit in this group.

cpd	LYP phosphatase	canonical_smiles	P. falciparum M17LAP	XIAP antagonists	Siah-1 displacement	Dynein cargo inh	Dynein cargo inh cytoplasmic EGFP	Dynein cargo inh nuclear GR-EGFP	Dynein cargo inh cell count	human PMI inhibition	AID2073	human PMI inhibitors	P. falciparum M1AAP
1	-7%	Cc1ccc(C(=O)CN(Cc2ccccc2)C2=NCCS2)cc1	5%	-6.2%	2%	0.048	-0.13	0.21	-0.34	6%	3%	4%	2%
2	-6%	O=C(COC(=O)c1ccco1)Nc1ccc2c(c1)OCO2	-3%	-5.3%	-4%	-0.68	-0.22	-0.13	0.43	-1%	3%	6%	0%
3	-4%	COc1ccc(N2C(=O)CCC2(C#N)c2ccc(OC)cc2)cc1 (stereo unspecified)	9%	-4.3%	-4%	-0.16	-0.13	-0.2	-0.36	-1%	7%	-5%	4%
4	0%	COc1ccc(/C=N/NC(=S)NC2CCS(=O)(=O)C2)cc1OC (stereo unspecified)	26%	-0.4%	-2%	-0.47	-0.16	0.03	0.26	11%	-10%	8%	11%
5	0%	CCOC(=O)N1CCC(NC(=O)Cn2ncc3c4ccccc4n(C)c3c2=O)CC1	-7%	-1.8%	17%	-0.074	-0.28	-0.18	0.61	3%	-7%	0%	1%
6	-8%	Cc1cc(C)n2nc(CCc3nc4nc(C)cc(C)n4n3)nc2n1	.	-2.1%	-2%	.	.	.	.	-4%	-3%	0%	.
7	-2%	CCC1(C)Cc2c(sc3nnn(CC(=O)Nc4ccc(C)cc4)c(=O)c23)CO1 (stereo unspecified)	5%	-2.3%	0%	0.18	-0.21	0.62	1.1	12%	-8%	7%	-1%
8	-8%	O=C(CN1C(=O)NC2(CCCCC2)C1=O)N1CCN(S(=O)(=O)c2ccccc2)CC1	-2%	-6.3%	-4%	-0.61	-0.34	0.0087	0.28	0%	10%	1%	2%
9	1%	c1ccc(OCc2nn3c(Cn4cnc5ccccc54)nnc3s2)cc1	5%	-0.3%	3%	-0.5	-0.25	-0.064	0.85	11%	5%	6%	2%
10	-6%	COc1ccc(C(c2nnnn2Cc2ccccc2)N2CCN(C(=O)c3ccco3)CC2)cc1 (stereo unspecified)	8%	-5.9%	-3%	-0.91	-0.21	-0.28	0.64	5%	3%	1%	8%
11	-5%	O=C(NCCc1c[nH]c2ccccc12)/C(=C/c1cccnc1)NC(=O)c1cccs1	8%	-1.4%	5%	0.41	-0.29	0.6	-0.42	0%	3%	-4%	2%
12	-4%	CCOC(=O)c1c(C)[nH]c(C)c1C(=O)CSc1nnc(-c2ccco2)n1Cc1ccccc1	-4%	-0.5%	-6%	-0.026	-0.28	0.13	0.07	5%	-15%	-7%	5%
13	-6%	Cc1cccc(NCN2C(=O)c3ccncc3C2=O)n1	-5%	-0.3%	3%	0.017	-0.24	-0.065	0.55	-15%	-3%	-5%	8%
14	8%	Cc1ccc(S(=O)(=O)N2CCN(CC(=O)N/N=C\C(Cl)=C\c3ccccc3)CC2)cc1	3%	-8.1%	2%	0.16	-0.23	0.24	-0.52	16%	3%	9%	-2%
15	-11%	COc1cc(NC(=O)CCC(=O)O)nc(OC)n1	1%	-0.5%	2%	-0.43	-0.28	0.32	0.54	-4%	0%	-6%	-6%
16	-7%	Cc1c(C)n(C(=O)CSc2ncn[nH]2)c2ccccc12	25%	-7.2%	-5%	-0.63	-0.2	-6.5e-05	0.43	7%	20%	2%	5%
17	0%	O=C(NC(=S)N1CCN(c2ccc([N+](=O)[O-])cc2)CC1)c1ccccc1Cl	6%	-3.1%	5%	0.7	-0.41	-0.35	0.94	0%	-5%	3%	4%
18	1%	CCOC(=O)Cn1c(S(=O)(=O)Cc2ccc(F)cc2)nc(-c2ccccc2)c1-c1ccccc1	-5%	-4.3%	3%	0.79	-0.21	0.67	-0.098	15%	-8%	8%	5%
19	0%	O=C(c1cccs1)N1CCN(S(=O)(=O)c2cccs2)CC1	6%	-5.7%	11%	0.11	-0.31	0.35	0.66	3%	-3%	9%	7%
20	-4%	CN1CCN(c2ccc(CNC(=O)c3ccc4c(c3)OCCO4)cc2)CC1	-15%	.	12%	-0.15	-0.25	-0.2	0.13	.	4%	.	4%

Exported with bars between the fields: part of the list above
item | Structure | LYP phosphatase | P. falciparum M17LAP | XIAP antagonists | Siah-1 displacement | Dynein cargo inh | Dynein cargo inh cytoplasmic EGFP | Dynein cargo inh nuclear GR-EGFP | Dynein cargo inh cell count | human PMI inhibition | AID2073 | human PMI inhibitors | P. falciparum M1AAP
7 | CCC1(C)Cc2c(sc3nnn(CC(=O)Nc4ccc(C)cc4)c(=O)c23)CO1 (stereo unspecified) | -2% | 5% | -2.3% | 0% | 0.18 | -0.21 | 0.62 | 1.1 | 12% | -8% | 7% | -1%
8 | O=C(CN1C(=O)NC2(CCCCC2)C1=O)N1CCN(S(=O)(=O)c2ccccc2)CC1 | -8% | -2% | -6.3% | -4% | -0.61 | -0.34 | 0.0087 | 0.28 | 0% | 10% | 1% | 2%
9 | c1ccc(OCc2nn3c(Cn4cnc5ccccc54)nnc3s2)cc1 | 1% | 5% | -0.3% | 3% | -0.5 | -0.25 | -0.064 | 0.85 | 11% | 5% | 6% | 2%
10 | COc1ccc(C(c2nnnn2Cc2ccccc2)N2CCN(C(=O)c3ccco3)CC2)cc1 (stereo unspecified) | -6% | 8% | -5.9% | -3% | -0.91 | -0.21 | -0.28 | 0.64 | 5% | 3% | 1% | 8%
11 | O=C(NCCc1c[nH]c2ccccc12)/C(=C/c1cccnc1)NC(=O)c1cccs1 | -5% | 8% | -1.4% | 5% | 0.41 | -0.29 | 0.6 | -0.42 | 0% | 3% | -4% | 2%
12 | CCOC(=O)c1c(C)[nH]c(C)c1C(=O)CSc1nnc(-c2ccco2)n1Cc1ccccc1 | -4% | -4% | -0.5% | -6% | -0.026 | -0.28 | 0.13 | 0.07 | 5% | -15% | -7% | 5%

Profiles as entered above. Order of values: LYP phosphatase | P. falciparum M17LAP | XIAP antagonists | Siah-1 displacement | Dynein cargo inh | Dynein cargo inh cytoplasmic EGFP | Dynein cargo inh nuclear GR-EGFP | Dynein cargo inh cell count | human PMI inhibition | AID2073 | human PMI inhibitors | P. falciparum M1AAP
Profile of `O=C(NC(=S)N1CCN(c2ccc([N+](=O)[O-])cc2)CC1)c1ccccc1Cl` → 0% | 6% | -3.1% | 5% | 0.7 | -0.41 | -0.35 | 0.94 | 0% | -5% | 3% | 4%
Profile of `Cc1cc(C)n2nc(CCc3nc4nc(C)cc(C)n4n3)nc2n1` → -8% | . | -2.1% | -2% | . | . | . | . | -4% | -3% | 0% | .

(further entries)
cpd	LYP phosphatase	canonical_smiles	P. falciparum M17LAP	XIAP antagonists	Siah-1 displacement	Dynein cargo inh	Dynein cargo inh cytoplasmic EGFP	Dynein cargo inh nuclear GR-EGFP	Dynein cargo inh cell count	human PMI inhibition	AID2073	human PMI inhibitors	P. falciparum M1AAP
21	-13%	Cc1ccc(S(=O)(=O)NC2CCC(C(=O)O)CC2)cc1 (stereo unspecified)	-8%	-6.1%	-7%	-0.13	-0.3	-0.033	0.57	-5%	-1%	-8%	5%
22	-6%	c1ccc(CCN=C2CCCc3c2[nH]c2ccccc32)cc1	5%	.	-1%	1.5	-0.16	0.97	-1.4	.	17%	.	3%
23	-6%	O=C(Cn1nnc(-c2ccccc2NC(=O)c2cccs2)n1)Nc1ccccc1	0%	-1.9%	9%	0.18	-0.17	-0.16	0.12	3%	7%	8%	11%
24	-3%	Cc1ccc(Nc2nc(=O)c3cccnc3s2)c(Br)c1	7%	.	0%	-0.71	5.5e-05	-0.4	1.5	.	-13%	.	3%
25	-8%	c1ccc2c(c1)CCN(CCCNc1nc3ccccc3n3cnnc13)C2	11%	-3.9%	4%	-1.1	0.072	-0.58	0.076	0%	51%*	-7%	9%
26	6%	CCn1c(SCC(=O)Nc2ccccc2N2CCCCC2)nc2c1c(=O)n(C)c(=O)n2C	4%	-4.2%	0%	0.22	-0.26	0.084	-0.48	14%	-11%	15%	5%
27	1%	O=C(Cn1[nH]c(=O)c2ccccc2c1=O)Nc1ccc(-c2nnc3n2CCCCC3)cc1	-4%	-6.1%	-2%	-0.12	-0.21	0.61	0.73	1%	0%	6%	-3%
28	5%	CCOC(=O)c1ccc(NC(=O)c2ccccc2N(C)S(=O)(=O)c2ccccc2)cc1	8%	-2.8%	1%	0.99	0.21	0.67	-2	8%	10%	-4%	12%
29	-7%	O=C(NCCC1=CCCCC1)C1CCC(CNS(=O)(=O)c2ccccc2)CC1 (stereo unspecified)	10%	-4.3%	11%	0.8	-0.19	1.9	-1.6	-2%	1%	-5%	1%
30	2%	COc1ccccc1NC(=O)CCC(=O)O	-8%	-4.1%	1%	-0.78	-0.22	-0.55	0.74	12%	0%	10%	-1%
31	3%	CC(Oc1cccc(NC(=O)c2cccs2)c1)C(=O)c1ccccc1 (stereo unspecified)	-5%	3.5%	7%	-1	-0.25	-0.4	1	4%	4%	4%	-3%
32	6%	COc1ccc(/C=C2\CCCc3c2nc2ccccc2c3C(=O)OCC(=O)c2c(N)n(C)c(=O)n(C)c2=O)cc1	-1%	-3.4%	5%	-0.46	-0.19	-0.48	0.64	-9%	14%	16%	2%
33	6%	CC(=O)n1nc(-c2cccc(C)c2)nc1SCC(=O)Nc1ccccc1	11%	-7.0%	-3%	0.047	-0.21	-0.13	-0.023	17%	-4%	13%	-1%
34	-9%	NC(=O)CSc1nnc(Cc2ccc3c(c2)OCO3)o1	10%	-5.2%	0%	-0.39	-0.34	-0.48	0.88	13%	-6%	16%	-1%
35	-7%	CN(C(=O)CSc1nnc(-c2cccnc2)n1-c1ccccc1F)C1CCS(=O)(=O)C1 (stereo unspecified)	16%	-2.4%	2%	-0.39	-0.28	-0.039	-0.51	-3%	0%	0%	11%
36	-4%	Cc1cccc(OCCCC(=O)Nc2ccc(S(N)(=O)=O)cc2)c1C	-2%	0.0%	3%	-0.067	-0.26	0.26	-0.01	-5%	4%	0%	9%
37	-6%	CCCN=C(N)/C(C(=O)OCC)=C(\O)c1ccc(OC)cc1	15%	-7.9%	-4%	-0.22	-0.16	-0.075	-0.14	-8%	5%	-2%	3%
38	-2%	COc1ccc2c(c1)NC(C)(C)C=C2C	2%	-3.1%	7%	0.48	-0.34	0.51	0.36	21%	40%	36%	3%

Bioassay records: PubChem BioAssay, several laboratories
